From PubChem
p53 PUMA act – mutant p53 pathway reactivation | activation, % at 9.98 µM | SW480 PUMA-promoter luciferase | 28,000 compounds, 1.5% hits; in the data active means activation above about 52%; inconclusive means no clear call, values can overlap the other calls
STK33 inh – inhibitors of human STK33 kinase. 27,000 compounds, 0.44% hits. Q9BYT3. AID 2322. inhibition, % at 12.5 µM. ADP-Glo luminescence, MBP substrate; in the data active means inhibition above about 20%; inconclusive means no clear call, values can overlap the other calls
Target sequence (Q9BYT3 whole entry, looked up): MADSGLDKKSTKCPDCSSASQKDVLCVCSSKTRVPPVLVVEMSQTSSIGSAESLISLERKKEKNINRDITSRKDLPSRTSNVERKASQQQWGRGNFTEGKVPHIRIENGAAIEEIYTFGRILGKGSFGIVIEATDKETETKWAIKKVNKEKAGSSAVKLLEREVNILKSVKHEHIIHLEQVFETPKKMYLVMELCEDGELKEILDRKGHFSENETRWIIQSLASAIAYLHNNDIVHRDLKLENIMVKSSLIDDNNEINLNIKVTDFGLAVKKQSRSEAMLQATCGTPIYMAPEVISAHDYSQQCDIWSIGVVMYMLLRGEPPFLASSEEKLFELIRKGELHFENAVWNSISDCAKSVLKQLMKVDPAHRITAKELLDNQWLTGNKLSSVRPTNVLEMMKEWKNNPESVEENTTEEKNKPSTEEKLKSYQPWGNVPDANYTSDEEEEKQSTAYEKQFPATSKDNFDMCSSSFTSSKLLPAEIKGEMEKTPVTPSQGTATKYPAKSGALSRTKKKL
Active calls of the source: *; ? = inconclusive; · = not tested or not shown. This is a subset (hit frequency here may not be typical).

Every second line gives: p53 PUMA act	STK33 inh
> CC(C)NC(=O)Nc1ccc2c(c1)C(=O)N([C@@H](C)CO)C[C@H](C)[C@H](CN(C)C(=O)Nc1ccccc1)OCCCC[C@@H](C)O2
 : -9	·
> COc1ccc(C)cc1NC(=O)CN(c1cc(Cl)ccc1OC)S(C)(=O)=O
 : 7	-2
> O=C(Nc1ccccc1C(=O)Nc1ccccc1C(=O)NCc1ccco1)c1ccco1
 : -1	3
> C[C@@H]1CCCCO[C@H](CN(C)C(=O)c2ccncc2)[C@@H](C)CN([C@H](C)CO)C(=O)c2cc(N(C)C)ccc2O1
 : 3	-3
> C[C@H](CO)N1C[C@H](C)[C@@H](CN(C)Cc2ccc(O)cc2)OCc2cn(nn2)CCCC1=O
 : -7	-4
> CCCN(C)C[C@H]1Oc2ncc(-c3ccccc3F)cc2C(=O)N([C@@H](C)CO)C[C@H]1C
 : 18	·
> C=CCN1C(=O)[C@@]2(O[C@@H](CCO)[C@H]([Si](C)(C)c3ccc(OC)cc3)[C@H]2C)c2cc(N3CCOC3=O)ccc21
 : ·	-6
> COc1ccc(-c2nnc3c4ccccc4c(C)nn23)cc1S(=O)(=O)N1CCOCC1
 : 5	0
> CC(=O)O[C@H]1CC[C@@]2(C)C(C[C@@H](OC(C)=O)[C@@]3(C)C4=CC(=O)O[C@@H](c5ccoc5)[C@]4(C)CCC23)C1(C)C (stereo partly drawn)
 : ·	4
> C/C=C/c1ccc2c(c1)O[C@H](CN(C)CCC)[C@H](C)CN([C@@H](C)CO)S2(=O)=O
 : -2	·
> C[C@H]1CCCCO[C@@H](CN(C)C(=O)Nc2ccc(F)cc2)[C@@H](C)CN([C@@H](C)CO)C(=O)c2cc(N(C)C)ccc2O1
 : -2	·
> CCc1ccccc1NC(=O)COc1ccc2c(=O)c(Oc3ccccc3Cl)coc2c1
 : -2	1
> Cc1noc(C)c1S(=O)(=O)Nc1ccc2c(c1)CC(=O)N([C@H](C)CO)C[C@@H](C)[C@@H](CN(C)Cc1ccc(C(=O)O)cc1)O2
 : ·	1
> COc1ccc(S(=O)(=O)Nc2ccc3c(c2)CC(=O)N([C@H](C)CO)C[C@H](C)[C@H](CN(C)S(C)(=O)=O)O3)cc1
 : ·	2
> CSc1c(-c2ccccn2)c(N)nn1C(=O)C1CCC1
 : 3	·
> COc1ccccc1NC(=O)CCSc1nc(C)cc(C)n1
 : 3	-2
> Cc1ccc(S(=O)(=O)N(C)C[C@@H]2OCCCC[C@@H](C)Oc3ccc(NC(=O)Nc4c(C)noc4C)cc3C(=O)N([C@H](C)CO)C[C@@H]2C)cc1
 : ·	1
> COc1ccc(CCNC(=O)c2ccc(-c3cccc(C(F)(F)F)c3)o2)cc1OC
 : 17	0
> Cc1nc(SCC(=O)Nc2ccc(C(=O)O)cc2)[nH]c(=O)c1C
 : -12	?
> C[C@H](CO)N1C[C@H](C)[C@H](CN(C)C(=O)Cc2ccccc2)Oc2ncc(-c3ccc(F)cc3)cc2C1=O
 : -6	·
> COc1ccc(-c2cnc3c(c2)C(=O)N([C@H](C)CO)C[C@H](C)[C@H](CN(C)C(=O)Cc2ccccn2)O3)cc1
 : -2	·
> CC(C)NC(=O)N(C)C[C@@H]1OCCCC[C@@H](C)Oc2ccc(NC(=O)Nc3cccc4ccccc34)cc2C(=O)N([C@H](C)CO)C[C@@H]1C
 : -5	-4
> COc1ccccc1NC(=O)CSC1CC(=O)N(c2ccc(I)cc2)C1=O (stereo not drawn)
 : -10	-1
> COC(=O)c1cc(COc2ccc3c(c2)oc(=O)c2ccccc23)c(C)o1
 : 18	10
> C[C@@H]1CCCCO[C@H](CN(C)C(=O)Nc2cccc3ccccc23)[C@@H](C)CN([C@H](C)CO)C(=O)c2cc(NC(=O)Nc3ccc4c(c3)OCO4)ccc2O1
 : ·	0
> Cn1c(SCC(=O)Nc2c(Cl)cccc2Cl)nnc1-c1ccc(NC(=O)c2ccc(F)cc2)cc1
 : -1	2
> C[C@@H]1CN([C@H](C)CO)C(=O)c2cc(NS(=O)(=O)c3cccs3)ccc2O[C@H]1CN(C)S(=O)(=O)c1cn(C)cn1
 : ·	0
> COCCCNC(=O)c1cc(-c2ccccc2)nc2c(C)cc(C)cc12
 : 3	-3
> COc1ccc(NC(=O)CSc2nnc(N)s2)cc1Cl
 : 5	0
> O=C(Nc1sc2c(c1C(=O)NCc1ccco1)CCCC2)c1ccc(F)cc1
 : -30	8
> O=C(Nc1ccc(C(F)(F)F)cc1)Nc1ccc2c(c1)[C@H]1C[C@@H](CC(=O)N3CCc4ccccc4C3)O[C@H](CO)[C@H]1O2
 : -64	·
> C[C@@H]1CN([C@@H](C)CO)C(=O)c2cc(NC(=O)Nc3cccc4ccccc34)ccc2O[C@@H]1CN(C)S(=O)(=O)c1ccc(Cl)cc1
 : ·	3
> COc1ccccc1-n1nnnc1SCC(=O)Nc1ccccc1SC
 : -12	2
> C[C@H](CO)N1C[C@H](C)[C@H](CN(C)C(=O)Nc2cccc3ccccc23)Oc2ccc(NC(=O)c3ccncc3)cc2CC1=O
 : -9	2
> COc1ccc(/C=C/C(=O)O[C@H]2[C@H](O[C@H]3[C@@H]4C=CO[C@@H](O[C@@H]5O[C@H](CO)[C@@H](O)[C@H](O)[C@H]5O)[C@@H]4[C@@]4(CO)O[C@@H]34)O[C@@H](C)[C@H](O)[C@H]2OC(C)=O)cc1
 : 1	-1
> C=CCNc1oc(CC(C)C)nc1C#N
 : -9	·
> O=C(c1ccccc1)c1ccc2nc(-c3cccc(NC(=O)C4CCCO4)c3)[nH]c2c1 (stereo not drawn)
 : 16	7
> Cc1noc(C)c1NC(=O)N(C)C[C@@H]1Oc2c(NC(=O)Nc3ccc(C(F)(F)F)cc3)cccc2C(=O)N([C@@H](C)CO)C[C@H]1C
 : -3	·
> CNC(=O)COc1ccc(NC(=O)c2ccc(-c3nn(C)c(=O)c4ccccc34)cc2)cc1
 : 9	4
> C[C@H](CO)N1C[C@H](C)[C@H](CN(C)C(=O)NC2CCCCC2)Oc2ccc(NC(=O)Cc3cn(C)c4ccccc34)cc2C1=O
 : -1	1
> O=C(Nc1ccc2c(c1)[C@@H]1C[C@@H](CC(=O)N3CCc4ccccc4C3)O[C@@H](CO)[C@@H]1O2)C1CCOCC1
 : 4	·
> CNC[C@@H]1OCCCC[C@H](C)Oc2ccc(NC(=O)Nc3cccc4ccccc34)cc2C(=O)N([C@@H](C)CO)C[C@@H]1C
 : 4	·
> CNC[C@H]1Oc2ccc(NS(=O)(=O)c3cccs3)cc2C(=O)N([C@@H](C)CO)C[C@H]1C
 : ·	0
> Cc1ccc(NC(=O)CNC(=O)c2ccco2)cc1
 : 59*	2
> O=C(COc1ccc([N+](=O)[O-])cc1)Nc1cccc2nsnc12
 : 7	8
> C[C@H](CO)N1C[C@H](C)[C@@H](CN(C)C)Oc2ccc(NC(=O)Cn3cnnn3)cc2CC1=O
 : -1	·
> Cc1noc(C)c1S(=O)(=O)N(C)C[C@@H]1Oc2ccc(NC(=O)Cn3cnnn3)cc2C(=O)N([C@@H](C)CO)C[C@@H]1C
 : 3	·
> C[C@@H]1CN([C@@H](C)CO)C(=O)c2cc(NS(=O)(=O)c3ccccc3)ccc2O[C@@H]1CN(C)C(=O)Nc1ccc2c(c1)OCO2
 : ·	0
> COc1ccc(C)cc1Nc1nc(N)nc(-c2oc3ccccc3c2C)n1
 : -10	4
> O=C(NC(=S)NCc1cccnc1)c1ccc(-c2cccc(Cl)c2Cl)o1
 : 61*	6
> COc1cc(C)c(C(=O)Oc2cc(C)c(C(=O)O)c(O)c2C)c(OC)c1C
 : ·	-1
> C[C@@H]1CCCCO[C@@H](CN(C)Cc2ccc(C(=O)O)cc2)[C@@H](C)CN([C@@H](C)CO)C(=O)c2cc(NS(=O)(=O)c3ccccc3)ccc2O1
 : 9	·
> COc1ccc(S(=O)(=O)N(C)C[C@@H]2Oc3c(NC(=O)c4cc(C)nn4C)cccc3C(=O)N([C@H](C)CO)C[C@@H]2C)cc1
 : 15	·
> C=CCCN(CC#C[C@H]1Oc2ccccc2S(=O)(=O)N2CCC[C@@H]12)S(=O)(=O)c1ccc(C)cc1
 : ·	-1
> COc1ccc(CN(C(=O)c2oc3cc(C)c(C)cc3c2C)C2CCS(=O)(=O)C2)cc1OC (stereo not drawn)
 : -3	0
> CC(C)NC(=O)N(C)C[C@@H]1Oc2ccc(NC(=O)CCN3CCOCC3)cc2C(=O)N([C@H](C)CO)C[C@H]1C
 : 0	·
> C=CC[C@@]1(C(=O)OC)N=C(c2ccc(OCCCO)cc2)O[C@@H]1c1ccccc1
 : ·	1
> C[C@@H]1CN([C@H](C)CO)C(=O)c2cc(NC(=O)Nc3ccc(F)cc3)ccc2O[C@@H]1CN(C)Cc1ccncc1
 : -1	·
> O=C(CSc1nnc(-c2ccccc2)n1-c1ccccc1)c1ccc(F)cc1
 : 8	-6
> CC(C)NC(=O)N(C)C[C@@H]1Oc2ccc(NC(=O)C3CC3)cc2C(=O)N([C@H](C)CO)C[C@@H]1C
 : 1	·

Part of the list above in another layout.
compound	p53 PUMA act	STK33 inh
O=C(Nc1ccc(C(F)(F)F)cc1)Nc1ccc2c(c1)[C@H]1C[C@@H](CC(=O)N3CCc4ccccc4C3)O[C@H](CO)[C@H]1O2	-64	·
COc1ccccc1NC(=O)CSC1CC(=O)N(c2ccc(I)cc2)C1=O (stereo not drawn)	-10	-1
O=C(COc1ccc([N+](=O)[O-])cc1)Nc1cccc2nsnc12	7	8
C[C@@H]1CCCCO[C@H](CN(C)C(=O)Nc2cccc3ccccc23)[C@@H](C)CN([C@H](C)CO)C(=O)c2cc(NC(=O)Nc3ccc4c(c3)OCO4)ccc2O1	·	0

(further entries)
Every second line gives: p53 PUMA act	STK33 inh
> Cc1ccc(S(=O)(=O)N(C)C[C@@H]2Oc3ccc(NC(=O)Nc4cccc5ccccc45)cc3C(=O)N([C@H](C)CO)C[C@H]2C)cc1
 : -2	0
> CCOc1ccc(Cl)cc1S(=O)(=O)NCc1cccnc1
 : 5	3
> CN(C(=O)CN(CCO)CC(=O)N(C)C(C)(C)Cc1ccccc1)C(C)(C)Cc1ccccc1
 : ·	1
> C[C@H](CO)N1C[C@H](C)[C@@H](CN(C)S(=O)(=O)c2ccccc2)OCc2cn(nn2)CCCC1=O
 : 9	-1
> Oc1c(C(Nc2cccnc2)c2ccccc2F)ccc2cccnc12 (stereo not drawn)
 : 30	4
> COc1ccc(CN(C)C[C@@H]2Oc3ccc(NC(=O)C4CC4)cc3CC(=O)N([C@H](C)CO)C[C@@H]2C)cc1
 : 4	1
> C[C@H](CO)N1C[C@H](C)[C@@H](CN(C)C(=O)Nc2cccc3ccccc23)Oc2ccc(NC(=O)NC3CCCCC3)cc2CC1=O
 : -15	·
> Cc1cc([N+](=O)[O-])ccc1NC(=O)CSc1n[nH]c(-c2ccc(Cl)cc2)n1
 : -3	1
> CC(C)COC(=O)N(C)C[C@H]1OCc2cn(nn2)CCCC(=O)N([C@H](C)CO)C[C@@H]1C
 : ·	-1
> O=C(COc1ccccc1)Nc1ccc2oc(-c3cccc(Cl)c3Cl)nc2c1
 : -40	8
> Cc1noc(C)c1S(=O)(=O)N(C)C[C@H]1Oc2ccc(NC(=O)Cc3cn(C)c4ccccc34)cc2CC(=O)N([C@H](C)CO)C[C@@H]1C
 : -13	·
> C[C@@H]1CN([C@H](C)CO)C(=O)c2cc(N(C)C)ccc2O[C@H]1CN(C)S(=O)(=O)c1cccs1
 : 1	·
> NC(N)=Nc1nc(CSCC/C(N)=N\S(N)(=O)=O)cs1
 : ·	0
> COc1ccc(NS(=O)(=O)c2ccccc2)cc1CN1C(=O)c2ccccc2C1=O
 : 0	-1
> COc1ccc(NC(=O)CC2Nc3cccc4cccc(c34)NC2=O)cc1 (stereo not drawn)
 : -21	7
> C[C@@H]1CN([C@H](C)CO)C(=O)c2cc(N(C)C)ccc2O[C@@H](C)CCCCO[C@@H]1CN(C)C(=O)CCC(F)(F)F
 : -4	·
> CC1(C)CC[C@]2(C(=O)O[C@@H]3O[C@H](CO)[C@@H](O)[C@H](O)[C@H]3O)CC[C@]3(C)C(=CCC4[C@@]5(C)C[C@@H](O)[C@H](O)[C@@](C)(CO)C5[C@H](O)C[C@]43C)C2C1 (stereo partly drawn)
 : 1	4
> Cc1ccccc1OCC1CN(CN(CC(C)C)CC(C)C)C(=O)O1 (stereo not drawn)
 : ·	0
> C[C@H](CO)N1C[C@H](C)[C@@H](CN(C)C(=O)Nc2ccc3c(c2)OCO3)Oc2ccc(NC(=O)Cc3ccccc3)cc2C1=O
 : 0	·
> C[C@@H]1CN([C@H](C)CO)C(=O)c2cc(N(C)C)ccc2O[C@@H](C)CCCCO[C@@H]1CN(C)C(=O)Nc1ccccc1
 : 2	·
> C[C@@H]1CN([C@H](C)CO)C(=O)c2cccc(NC(=O)c3cnccn3)c2O[C@@H]1CN(C)Cc1ccc(C(F)(F)F)cc1
 : -2	·
> C[C@H]1CN([C@@H](C)CO)C(=O)Cc2cc(NS(=O)(=O)c3cn(C)cn3)ccc2O[C@H]1CN(C)Cc1ccncc1
 : ·	-2
> COc1cc2c(cc1OC)C(=O)OC2
 : ·	3
> C[C@@H]1CCCCO[C@H](CN(C)C(=O)Nc2ccccc2)[C@@H](C)CN([C@@H](C)CO)C(=O)c2cc(NC(=O)CCCN(C)C)ccc2O1
 : 2	·
> Cc1ccc(-c2nc3cc(Cl)ccc3o2)cc1NC(=O)COc1ccc(Br)cc1
 : 6	6
> CC(C)NC(=O)N(C)C[C@@H]1Oc2ccc(NC(=O)CCCN(C)C)cc2C(=O)N([C@H](C)CO)C[C@H]1C
 : -5	·
> COc1ccc(NC(=O)CNS(=O)(=O)c2ccccc2)cc1OC
 : -6	-1
> Cc1ccccc1-c1cc(C(=O)NCCCn2ccnc2)c2cc(Cl)ccc2n1
 : -14	0

Another view of some results above.
| molecule | p53 PUMA act | STK33 inh |
| --- | --- | --- |
| C[C@H]1CN([C@@H](C)CO)C(=O)Cc2cc(NS(=O)(=O)c3cn(C)cn3)ccc2O[C@H]1CN(C)Cc1ccncc1 | · | -2 |
| COc1cc2c(cc1OC)C(=O)OC2 | · | 3 |
